Compound activity from PubChem.
EZH2 inh = EZH2/PRC2 methyltransferase inhibitors, primary screen, biochemical, DELFIA time-resolved fluorescence, single point; AID 651548, 2012; Histone-lysine N-methyltransferase EZH2 (Homo sapiens), Q15910; inhibition, % at 12.5 µM; PRC2 H3K27 methylation, DELFIA TRF, 1 h; 57,000 compounds, 0.35% hits;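 active means mean inhibition of replicates at least 50% and every single replicate also reaching 50%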;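 further: dimethyl H3K27 on biotinylated H3 21-44 peptide detected by antibody; plate controls were median neutral control wells for no effect and median positive control wells for full effect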
Target sequence (Q15910 whole entry, looked up): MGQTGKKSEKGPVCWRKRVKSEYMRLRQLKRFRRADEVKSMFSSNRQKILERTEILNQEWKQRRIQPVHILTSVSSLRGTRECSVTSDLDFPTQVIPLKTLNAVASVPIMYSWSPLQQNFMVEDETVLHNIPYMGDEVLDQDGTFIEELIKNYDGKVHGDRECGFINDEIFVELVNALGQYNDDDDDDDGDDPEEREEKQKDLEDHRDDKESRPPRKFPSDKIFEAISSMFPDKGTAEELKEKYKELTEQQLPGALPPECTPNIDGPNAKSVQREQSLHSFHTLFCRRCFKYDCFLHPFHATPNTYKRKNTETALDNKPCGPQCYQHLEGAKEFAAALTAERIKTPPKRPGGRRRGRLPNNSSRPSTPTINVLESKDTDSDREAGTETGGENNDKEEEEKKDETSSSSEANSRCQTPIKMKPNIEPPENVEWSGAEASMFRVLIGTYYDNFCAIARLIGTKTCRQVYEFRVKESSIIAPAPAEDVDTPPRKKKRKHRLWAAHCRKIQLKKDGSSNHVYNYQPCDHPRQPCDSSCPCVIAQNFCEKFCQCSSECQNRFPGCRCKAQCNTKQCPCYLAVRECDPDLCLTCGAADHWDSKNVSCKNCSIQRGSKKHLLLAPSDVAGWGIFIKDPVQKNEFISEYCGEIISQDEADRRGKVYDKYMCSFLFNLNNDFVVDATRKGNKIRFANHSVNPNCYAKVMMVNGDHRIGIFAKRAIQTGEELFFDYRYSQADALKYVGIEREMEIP
IDH1 mut inh = inhibitors of IDH1 R132H reductase, primary screen, biochemical, plate reader, single point | diaphorase/resazurin fluorescence, 60 min | inhibition, % at 10 µM | 70,000 compounds, 0.18% hits | AID 624101, 2012; in the data active means inhibition above about 34%;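 further: 0% = DMSO and 100% = no enzyme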
Numbers without * were called inactive; . = not tested or not shown; & = joins results of further samples.

SMILES	EZH2 inh	IDH1 mut inh
COCc1cn(CC[C@H]2CC[C@@H](NC(=O)c3ccccc3)[C@H](CO)O2)nn1	7	-0.2
C[C@H](CO)N1C[C@H](C)[C@H](CN(C)S(=O)(=O)c2cn(C)cn2)Oc2ccc(N(C)C)cc2C1=O	7	1.1
COC(=O)c1ccc([C@H]2C=C(C(=O)O)O[C@@H](OCCCCO)C2)cc1	4&9	.
C[C@@H]1CCCCO[C@@H](CN(C)C(=O)Nc2ccccc2)[C@H](C)CN([C@H](C)CO)C(=O)c2cc(NC(=O)Cc3ccccc3)ccc2O1	.	2.0
COc1ccc(-c2cn(CC[C@@H]3CC[C@@H](NC(=O)NC(C)C)[C@H](CO)O3)nn2)cc1	9	0.0
Cc1ccc2nc(-c3ccc(NC(=O)CSc4nnc(C)s4)cc3)sc2c1	-11	0.5
O=C(NO)c1ccc(C(=O)N/N=C/c2ccco2)cc1	1	-0.1
COc1cccc(S(=O)(=O)N[C@H]2C=C[C@H](CC(=O)NCc3ccc(Cl)cc3)O[C@@H]2CO)c1	7	0.1
Cc1noc(C)c1NC(=O)Nc1cccc2c1O[C@H](CN(C)Cc1ccc3c(c1)OCO3)[C@H](C)CN([C@H](C)CO)C2=O	0	1.8
CC(=O)Nc1ccc(C(=O)CSc2nncn2C)cc1	-1	0.0
CCC(=O)N1C[C@@H](C)[C@@H](OC)CN(C)C(=O)c2ccc(NC(=O)C3CCCCC3)cc2OC[C@H]1C	3	0.3
CCOC(=O)c1c(CN2CCOCC2)nc2c3ccccc3ccn12	-3	-1.0
C[C@H](CO)N1C[C@H](C)[C@H](CN(C)Cc2ccc(C(F)(F)F)cc2)OCCCC[C@H](C)Oc2ccc(NS(C)(=O)=O)cc2C1=O	.	-5.1
CCn1c(SCC(=O)Nc2cccc(Br)c2)nnc1-c1ccncc1	-16	1.0
COCCNC(=O)C[C@H]1C[C@H]2c3cc(NC(=O)c4cccnc4)ccc3O[C@H]2[C@H](CO)O1	-6	0.2
O=C(Nc1ccc(F)cc1)N[C@H]1CC[C@@H](CCNS(=O)(=O)c2cccc(Cl)c2)O[C@@H]1CO	-3	0.1
Cc1ccc(S(=O)(=O)N[C@@H]2C=C[C@H](CC(=O)NC3CCCCC3)O[C@@H]2CO)cc1	-10	-0.2
COC(=O)C[C@@H]1C[C@H]2c3cc(NC(=O)NC4CCCC4)ccc3O[C@H]2[C@@H](CO)O1	2	-0.1
NCC[C@H]1CC[C@H](NS(=O)(=O)c2ccc(Cl)cc2)[C@@H](CO)O1	-6	0.1
CCOc1ccccc1CN1CCN(Cc2cc(Br)ccc2O)CC1	14	-0.3
CC1(C)O[C@@H]2C[C@H]3[C@@H]4C[C@H](F)C5=CC(=O)CC[C@]5(C)[C@H]4[C@@H](O)C[C@]3(C)[C@]2(C(=O)CO)O1	7	1.2
C[C@@H]1CCCCO[C@H](CN(C)C(=O)NC2CCCCC2)[C@H](C)CN([C@@H](C)CO)C(=O)c2cc(NS(=O)(=O)c3cn(C)cn3)ccc2O1	.	-2.7
CC(C)C#Cc1cnc2c(c1)C(=O)N([C@@H](C)CO)C[C@H](C)[C@@H](CN(C)Cc1ccc3c(c1)OCO3)O2	4	-1.3
O=C(O)C[C@H]1C[C@@H]2c3cc(NC(=O)Nc4ccccc4)ccc3O[C@@H]2[C@H](CO)O1	3	0.0
CC(C)NC(=O)N(C)C[C@H]1Oc2cc(-c3ccncc3)ccc2S(=O)(=O)N([C@H](C)CO)C[C@H]1C	-6	6.4

Some of the entries above, reformatted.
mol,EZH2 inh,IDH1 mut inh
O=C(Nc1ccc(F)cc1)N[C@H]1CC[C@@H](CCNS(=O)(=O)c2cccc(Cl)c2)O[C@@H]1CO,-3,0.1
COc1ccc(-c2cn(CC[C@@H]3CC[C@@H](NC(=O)NC(C)C)[C@H](CO)O3)nn2)cc1,9,0.0

The listing picks up, starting three compounds before the break.
SMILES	EZH2 inh	IDH1 mut inh
CC(C)C#Cc1cnc2c(c1)C(=O)N([C@@H](C)CO)C[C@H](C)[C@@H](CN(C)Cc1ccc3c(c1)OCO3)O2	4	-1.3
O=C(O)C[C@H]1C[C@@H]2c3cc(NC(=O)Nc4ccccc4)ccc3O[C@@H]2[C@H](CO)O1	3	0.0
CC(C)NC(=O)N(C)C[C@H]1Oc2cc(-c3ccncc3)ccc2S(=O)(=O)N([C@H](C)CO)C[C@H]1C	-6	6.4
C[C@H](CO)N1C[C@H](C)[C@H](CN(C)Cc2ccc(C(=O)Nc3ccccc3N)cc2)Oc2ccc(NC(=O)C3CC3)cc2CC1=O	-3	.
CCC(=O)N(C)C[C@H]1Oc2cc(Br)ccc2S(=O)(=O)N([C@@H](C)CO)C[C@@H]1C	-7	-2.4
COc1ccccc1-c1c(C(F)(F)F)oc2cc(OCC(=O)OC(C)C)ccc2c1=O	2	-0.6
CC[C@H]1CN2CCc3cc(OC)c(OC)cc3[C@@H]2C[C@@H]1C[C@H]1NCCc2cc(OC)c(OC)cc21	2	0.0
CNC[C@@H]1Oc2ncc(Br)cc2C(=O)N([C@H](C)CO)C[C@@H]1C	-15&-2	30&2.2
O=S(=O)(N[C@H]1CC[C@@H](CCn2cc(C3CC3)nn2)O[C@H]1CO)c1ccc(Cl)cc1	15	0.0
O=C(C[C@H]1C[C@@H]2c3cc(NC(=O)c4ccc5c(c4)OCO5)ccc3O[C@@H]2[C@H](CO)O1)NC1CCCC1	14	-0.1
C[C@@H]1CN([C@@H](C)CO)C(=O)c2cc(C#Cc3ccccc3F)cnc2O[C@H]1CN(C)S(=O)(=O)c1ccccc1F	.	0.0
COc1cc(NC(=S)NCCc2c[nH]c3ccccc23)c(OC)cc1Cl	-11	0.0
O=C(CCCCC(=O)N/N=C/c1ccc([N+](=O)[O-])s1)NO	-5	-0.5
C[C@H]1CN([C@@H](C)CO)C(=O)Cc2cc(NC(=O)Cc3cn(C)c4ccccc34)ccc2O[C@@H]1CN(C)S(C)(=O)=O	-18	-26
C[C@@H]1CCCCO[C@@H](CN(C)C)[C@H](C)CN([C@@H](C)CO)C(=O)c2cc(NC(=O)Nc3ccccc3)ccc2O1	5	2.4
COc1ccc(S(=O)(=O)Nc2ccc3c(c2)C(=O)N([C@H](C)CO)C[C@H](C)[C@@H](CN(C)Cc2ccc(C(F)(F)F)cc2)OCCCC[C@H](C)O3)cc1	.	3.7
COc1ccc(C#Cc2cnc3c(c2)C(=O)N([C@@H](C)CO)C[C@@H](C)[C@H](CN(C)C(=O)Nc2cccc(OC)c2)O3)cc1	-20	.
CCC(C)c1ccccc1OCC(=O)Nc1ccccc1C#N (stereo not drawn)	17	-0.2
C[C@H](CO)N1C[C@H](C)[C@H](CN(C)Cc2ccc(C(F)(F)F)cc2)Oc2ccc(NS(=O)(=O)c3cccs3)cc2CC1=O	.	1.3
CO[C@@H](CN(C)S(=O)(=O)c1cccc(Cl)c1)[C@@H](C)CN([C@@H](C)CO)S(=O)(=O)c1cccc(Cl)c1	1	-0.5
C[C@H]1CN([C@@H](C)CO)C(=O)c2cc(N(C)C)ccc2O[C@@H]1CN(C)Cc1ccc(C(=O)O)cc1	1	-0.1
C[C@H]1CN([C@@H](C)CO)C(=O)c2cccc(NS(=O)(=O)c3ccc(Cl)cc3)c2O[C@H]1CN(C)S(=O)(=O)c1ccccc1	.	-1.3
CN1CCN(C(=O)C[C@@H]2C[C@@H]3c4cc(NC(=O)Nc5ccccc5)ccc4O[C@@H]3[C@@H](CO)O2)CC1	-4	0.2
CCCNC(=O)Nc1ccc2c(c1)OC[C@@H](C)N(CC1CCCC1)C[C@@H](C)[C@H](OC)CN(C)C2=O	-4	0.3
CCC(=O)Nc1ccc2c(c1)C(=O)N(C)C[C@@H](OC)[C@H](C)CN(C(=O)CC)[C@@H](C)CO2	3	0.4
C[C@@H]1CN([C@@H](C)CO)C(=O)c2cccc(NC(=O)c3cnccn3)c2O[C@H]1CN(C)Cc1ccncc1	2	0.8
C[C@@H]1CN([C@@H](C)CO)C(=O)c2cc(NS(=O)(=O)c3ccccc3)ccc2O[C@@H](C)CCCCO[C@@H]1CN(C)C(=O)C1CCCCC1	.	-0.8
C[C@H]1CN([C@@H](C)CO)S(=O)(=O)c2ccc(Br)cc2O[C@H]1CN(C)C(=O)C1CCC1	16	-0.3
(cont.)
SMILES	EZH2 inh	IDH1 mut inh
Cc1ccc(S(=O)(=O)Nc2ccc3c(c2)C(=O)N([C@@H](C)CO)C[C@H](C)[C@H](CN(C)C)OCCCC[C@@H](C)O3)cc1	-8	1.1
C[C@H](CO)N1C[C@H](C)[C@H](CN(C)Cc2ccc(C(=O)O)cc2)OCCCC[C@H](C)Oc2ccc(NS(=O)(=O)c3cccs3)cc2C1=O	.	2.1
C[C@H]1CN([C@@H](C)CO)C(=O)Cc2cc(NC(=O)Nc3cccc4ccccc34)ccc2O[C@@H]1CN(C)Cc1ccc(-c2ccccc2)cc1	.	0.3
COc1ccc(NC(=O)CN2CCN(S(=O)(=O)c3ccc4ccccc4c3)CC2)cc1	-1	0.1
COc1cccc(S(=O)(=O)N[C@H]2CC[C@H](CCNC(=O)Nc3cc(F)ccc3F)O[C@@H]2CO)c1	-7	-0.2
CCN(CC)CC(=O)Nc1c(C)cccc1C	-10	0.0
C[C@H](CO)N1C[C@H](C)[C@H](CN(C)C(=O)c2ccccn2)Oc2cc(C#CCC3CCCC3)ccc2S1(=O)=O	-5	.
COc1ccc(NC(=O)Nc2ccc3c(c2)CC(=O)N([C@H](C)CO)C[C@@H](C)[C@@H](CN(C)Cc2ccc4c(c2)OCO4)O3)cc1	.	-3.5
C[C@@H]1CN([C@@H](C)CO)C(=O)CCCn2cc(nn2)CO[C@H]1CN(C)Cc1ccccc1C(=O)O	.	1.4
COc1ccc(S(=O)(=O)N(C)C[C@H]2Oc3c(NC(=O)C4CCOCC4)cccc3C(=O)N([C@@H](C)CO)C[C@H]2C)cc1	.	3.1
CO[C@@H]1CN(C)C(=O)c2cc(NC(=O)C3CC3)ccc2OC[C@@H](C)NC[C@@H]1C	-9	0.1
COCC#Cc1cnc2c(c1)C(=O)N([C@@H](C)CO)C[C@@H](C)[C@@H](CN(C)Cc1ccc(F)cc1)O2	.	-2.2
CO[C@@H]1CN(C)C(=O)c2cc(NC(=O)c3ccccc3)ccc2OC[C@H](C)N(C)C[C@H]1C	-1	0.0
O=C(C[C@@H]1C[C@@H]2c3cc(NC(=O)Cc4ccncc4)ccc3O[C@@H]2[C@H](CO)O1)NCc1cccnc1	2	-0.2
O=C(C[C@H]1CC[C@@H](NC(=O)Nc2ccccc2)[C@@H](CO)O1)NCc1ccccn1	10	0.1
C[C@@H]1CN([C@H](C)CO)C(=O)c2cc(NC(=O)NC3CCCCC3)ccc2O[C@@H](C)CCCCO[C@H]1CN(C)S(=O)(=O)c1ccccc1	.	-0.6
c1ccc(-n2c(SCc3nc4ccccc4s3)nnc2-c2ccncc2)cc1	25	0.5
N#Cc1cc2c(nc1SCC(=O)Nc1cc(C(F)(F)F)ccc1Cl)CCCCC2	6	0.4
C[C@H](CO)N1C[C@H](C)[C@@H](CN(C)C(=O)NC2CCCCC2)Oc2ccc(NC(=O)CCN3CCOCC3)cc2C1=O	.	-1.0
OCc1nc2ccccc2n1CCOc1cccc(Cl)c1	15	0.8
COc1ccc(S(=O)(=O)N(C)C[C@@H]2Oc3ccc(NC(=O)Cc4cn(C)c5ccccc45)cc3CC(=O)N([C@@H](C)CO)C[C@@H]2C)cc1	.	-0.5
C[C@@H]1CN([C@@H](C)CO)C(=O)c2cccc(NC(=O)C3CCOCC3)c2O[C@H]1CN(C)S(=O)(=O)c1ccc(Cl)cc1	.	1.5
CCOC(=O)c1c(-c2ccccc2)csc1NC(=O)Cn1cnc2ccccc2c1=O	.	0.0
C[C@H](CO)N1C[C@H](C)[C@@H](CN(C)S(=O)(=O)c2cccs2)OCCCC[C@H](C)Oc2ccc(NC(=O)c3ccncc3)cc2C1=O	.	-12
CC1CC(=O)C2=C(C1)C1OC1C1(O)C2C(=O)c2cccc(O)c2C1O (stereo not drawn)	.	0.2

In the list so far, 5 contain a COOH group:
SMILES	EZH2 inh	IDH1 mut inh
COC(=O)c1ccc([C@H]2C=C(C(=O)O)O[C@@H](OCCCCO)C2)cc1	4&9	.
O=C(O)C[C@H]1C[C@@H]2c3cc(NC(=O)Nc4ccccc4)ccc3O[C@@H]2[C@H](CO)O1	3	0.0
C[C@H]1CN([C@@H](C)CO)C(=O)c2cc(N(C)C)ccc2O[C@@H]1CN(C)Cc1ccc(C(=O)O)cc1	1	-0.1
C[C@H](CO)N1C[C@H](C)[C@H](CN(C)Cc2ccc(C(=O)O)cc2)OCCCC[C@H](C)Oc2ccc(NS(=O)(=O)c3cccs3)cc2C1=O	.	2.1
C[C@@H]1CN([C@@H](C)CO)C(=O)CCCn2cc(nn2)CO[C@H]1CN(C)Cc1ccccc1C(=O)O	.	1.4

(next part)
SMILES	EZH2 inh	IDH1 mut inh
C[C@H](CO)N1C[C@H](C)[C@@H](CN(C)C(=O)Nc2ccc3c(c2)OCO3)Oc2ccc(NC(=O)Cn3cnnn3)cc2CC1=O	.	-6.7
O=C(C[C@@H]1C[C@H]2c3cc(NC(=O)Cc4ccncc4)ccc3O[C@H]2[C@@H](CO)O1)NCc1ccccn1	-1	-0.5
COCC(=O)Nc1ccc2c(c1)[C@H]1C[C@@H](CC(=O)NCC(F)(F)F)O[C@@H](CO)[C@H]1O2	3	-0.2
C[C@H]1CN([C@@H](C)CO)S(=O)(=O)c2ccc(C#CC3CCCC3)cc2O[C@H]1CN(C)C(=O)Nc1cc(F)ccc1F	-41	0.0
CO[C@H]1CN(C)C(=O)c2cc(NC(=O)c3nc4ccccc4s3)ccc2OC[C@H](C)N(Cc2ccncc2)C[C@H]1C	-26	7.8
C[C@@H]1CN([C@H](C)CO)S(=O)(=O)c2ccc(C#CC3CCCCC3)cc2O[C@@H]1CN(C)C(=O)Cc1ccncc1	-20	-4.6

The list is partial; the hit share may differ from the screen's.
